Assay outcomes deposited in PubChem BioAssay by several laboratories.
Yfh1-off respiration: mitochondrial function rescue without frataxin homolog – Friedreich's ataxia, plus single-dose screen, dose response (AID 1465); S. cerevisiae Yfh1-off respiration, WST-1 reduction, 72 h; higher fold induction means a stronger effect; one-dose fold induction at 50 µM; EC50 in µM for titrated hits; hit rate 0.074% among 220,000;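 active = fold induction of absorbance versus untreated yeast above a set limit, then at least 30% activation at any dose in follow-up; inconclusive = repeats straddling the limit, or above it without dose testing; inactive = fold induction below the set limit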;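 note: activators that raise dye reduction in frataxin-depleted yeast; strong numbers were not always called active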
AID2073: disruptors of CaV2.2 binding to Mint1 – biochemical, HTRF (AID 2073). hit rate 0.19% among 290,000. HTRF protein-protein interaction, Mint1-CaV2.2; higher % means a stronger effect. inhibition, % at 20 µM, or IC50 in µM where a hit was titrated; in the data active = inhibition mostly above about 51%, no sharp cut-off; inconclusive = no clear call, values can overlap the other calls; inactive = mostly below about 53%; note: some results filed as inactive read as strong as hits
NTR1 ag: NTR1-driven beta-arrestin-GFP spot formation – imaging, U2OS cells, high content, primary screen (AID 493036); hit rate 0.17% among 330,000; P30989; activation, % at 20 µM; agonist mode;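 active = activation at or above 40% of the spot to cytoplasm intensity ratio, with at least 20 cells analyzed; inconclusive = wells under 20 cells, flagged as cytotoxic or low count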;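 note: 0% = DMSO without peptide and 100% = 100 nM NTR1 peptide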
Target sequence (P30989 whole entry, looked up): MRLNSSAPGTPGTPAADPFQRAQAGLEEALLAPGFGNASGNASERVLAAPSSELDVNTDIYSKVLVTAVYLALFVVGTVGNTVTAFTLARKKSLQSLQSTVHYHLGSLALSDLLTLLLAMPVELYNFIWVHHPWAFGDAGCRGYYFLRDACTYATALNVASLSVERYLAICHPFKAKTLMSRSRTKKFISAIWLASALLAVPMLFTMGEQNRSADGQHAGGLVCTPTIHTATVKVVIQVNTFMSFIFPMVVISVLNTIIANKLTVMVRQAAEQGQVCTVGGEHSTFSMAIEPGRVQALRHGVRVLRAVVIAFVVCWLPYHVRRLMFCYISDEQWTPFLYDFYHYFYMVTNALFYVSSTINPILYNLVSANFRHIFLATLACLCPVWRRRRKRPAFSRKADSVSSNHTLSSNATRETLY
GPR55 activation: selective activators of receptor GPR55 – imaging, U2OS cells, beta-arrestin-GFP redistribution, primary screen (AID 1961). U2OS GPR55 beta-arrestin-GFP redistribution imaging; higher % means a stronger effect. one-dose activation, % at 10 µM; EC50 in µM for titrated hits. hit rate 0.048% among 290,000;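 active = activation above 40% with more than 50 cells counted in the well; inconclusive = wells holding fewer than 50 cells, flagged as toxic or sparse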;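 note: U2OS osteosarcoma cells stably expressing GPR55 and beta-arrestin-GFP; plate controls were DMSO negative control for no effect and LPI positive control for full effect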
GPR35 antagonists: GPR35 antagonists blocking zaprinast-driven arrestin recruitment, primary screen, imaging, U2OS, beta-arrestin-GFP, zaprinast agonist (AID 2058) | U2OS GPR35 beta-arrestin-GFP translocation imaging, zaprinast antagonism; higher % means a stronger effect | inhibition, % at 10 µM, or IC50 in µM where a hit was titrated | hit rate 0.052% among 290,000;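 active = inhibition of at least 50% with at least 30 cells and total cytoplasm GFP at most 10,000,000; inconclusive = under 30 cells or total GFP of 10,000,000 plus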
GPR55 LPI antagonism: GPR55 antagonists blocking LPI-driven arrestin recruitment, primary screen, imaging, U2OS, beta-arrestin-GFP, LPI agonist (AID 2013); inhibition, % at 10 µM; hits with a dose series show IC50 in µM; hit rate 0.13% among 290,000; U2OS GPR55 beta-arrestin-GFP translocation imaging, LPI antagonism; higher % means a stronger effect;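 active = spots per cell inhibited over 60%, with over 100 cells counted and total cytoplasm intensity under 500,000; inconclusive = wells with under 100 cells, flagged as likely toxic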;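 note: U2OS cells stably carrying GPR55 and arrestin-GFP stimulated by 5 µM LPI near EC80; imaged beta-arrestin-GFP aggregate spots per cell after agonist stimulation; plate controls were LPI-stimulated DMSO wells for no effect and DMSO wells without LPI for full effect; some results filed as inactive read as strong as hits; confirmed hits need IC50 under 10 µM and bright autofluorescent wells are also inconclusive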
Large T inhibition: SV40 large T antigen inhibitors, biochemical (AID 1903); SV40 large T antigen ATPase/helicase inhibition assay; higher % means a stronger effect; one-dose inhibition, % at 20 µM; IC50 in µM for titrated hits; hit rate 0.39% among 310,000; in the data active = a potency from the dose series; inconclusive = inhibition mostly from about 32% at the one dose, without a potency; inactive = the rest, 99 in 100 with inhibition below about 32%; note: strong numbers were not always called active
NS5 inhibitors: Dengue-2 NS5 methyltransferase inhibitors, primary screen, biochemical, confirmation dose response (AID 588689). Dengue-2 NS5 methyltransferase capping enzyme assay, biochemical; higher % means a stronger effect. inhibition, % at 25 µM, or IC50 in µM where a hit was titrated. hit rate 0.3% among 340,000; in the data active = a potency from the dose series; inconclusive = inhibition above about 29% without an active follow-up result
MgcRacGAP inhibition: MgcRacGAP GTPase-activating activity inhibitors, confirmation, biochemical, ADP Hunter fluorescence | AID 624330 | hit rate 0.6% among 340,000 | one-dose inhibition, % at 30 µM; IC50 in µM for titrated hits | MgcRacGAP-stimulated Rac1 GTP hydrolysis, ADP Hunter fluorescence; higher % means a stronger effect; GST-tagged Rac1 F28L mutant substrate;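 active = first-screen hits whose inhibition reached a set limit at any dose in the follow-up dose series; inconclusive = inhibition above the set first-screen limit but never retested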;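 note: fluorescence reports GDP produced by GAP-driven GTP hydrolysis; strong numbers were not always called active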
NTR1 ag cell count 20 µM: further read-out of NTR1 ag, marked with its call; cell count; measured here: cell count, cytotoxicity flag
NS5 inhibitors pilot replicate: second read-out of NS5 inhibitors, no call of its own (marks repeat the call); inhibition, %; measured here: pilot screen replicate inhibition
Active calls of the source: *; i = inactive; ? = inconclusive; . = no result given; & = joins results of further samples. This is a random part of the collection. About 1.7% of those tested had a hit in this group.

SMILES | Yfh1-off respiration | AID2073 | NTR1 ag | NTR1 ag cell count 20 µM | GPR55 activation | GPR35 antagonists | GPR55 LPI antagonism | Large T inhibition | NS5 inhibitors | MgcRacGAP inhibition | others
Cn1nnnc1SCc1ccc(C(=O)Nc2ccc(Br)cc2)cc1 | i | 4% | 0.7 | 39 | 0.5% | -10% | 9% | 12% | -22% | 8%
COc1ccccc1CNC(=O)CSc1ccc(-c2ccncc2)nn1 | i | 6% | 1.0 | 61 | -0.2% | 12% | 14% | 5% | -10% | 8%
Cn1cccc1C(=O)OCc1ccc(C(C)(C)C)cc1 | . | 7% | 7.5 | 49 | 0.4% | -4% | 0% | 13% | -3% | 5%
N=c1oc2ccccc2cc1C(=O)Nc1cccc(F)c1 | . | 10% | 4.7 | 87 | -0.2% | 2% | 3% | 11% | 3% | 10%
Cc1cc(C)cc(NCC(=O)Nc2c(C)cccc2C)c1 | i | -1% | -1.4 | 98 | -0.2% | -3% | 5% | 3% | -7% | 7%
CC1CC(=O)Nc2cc([N+](=O)[O-])ccc2N1 (stereo unspecified) | i | 6% | 3.3 | 73 | -0.1% | 5% | -2% | 7% | 10% | 9%
CCOc1ccc(-c2nnc(-c3ccco3)o2)cc1OCC | i | 25% | 0.9 | 71 | 0.1% | 4% | 25% | 4% | -2% | 4%
COCCn1cnc2c1c(=O)n(Cc1c(F)cccc1Cl)c(=O)n2Cc1ccccc1 | . | 9% | -0.4 | 44 | 0.3% | 2% | -4% | 5% | -5% | 9%
Cc1ccc(S(=O)(=O)N2CCOCC2)cc1NC(=O)COC(=O)CCC(=O)c1cccs1 | i | -1% | 4.0 | 95 | -0.1% | 10% | -9% | 3% | -1% | 9%
COC(=O)c1cc(OC)c(OC)c(OC)c1NC(=O)c1ccc(S(=O)(=O)N(C)C)cc1 | i | -2% | 0.8 | 45 | -0.2% | 4% | 2% | 14% | -2% | 3%
CCOc1ccc(C2=NNC(c3cccnc3)=Nc3ccc(OC)cc32)cc1 | i | 2% | 0.9 | 93 | -0.2% | 17% | -15% | 22% | -6% | 4%
COc1cc(CNc2ccc3[nH]c(=O)[nH]c3c2)ccc1OCc1cccc(C)c1 | . | -32% | 1.6 | 76 | -0.1% | 4% | -14% | 15% | 1% | 236µM*
O=C(Nc1cccc(Cl)c1)Nc1ccccc1C(=O)O | i | 19% | 0.6 | 70 | 0.0% | 13% | -4% | 3% | -11% | -5%
CCOC(=O)Cn1nc(C)cc1NC(=O)c1cccnc1 | i | 8% | -1.5 | 50 | -0.2% | 4% | 7% | 11% | 3% | 8%
CCN1CCCC1CNC(=O)C(=O)Nc1ccc(OC)cc1 (stereo unspecified) | i | -5% | 0.9 | 49 | -0.1% | 2% | 6% | 2% | -4% | 9%
COc1ccc(NS(=O)(=O)c2ccc(OC)c3ccccc23)cn1 | . | 11% | -0.3 | 58 | 0.5% | 11% | -14% | 7% | 1% | 3%
COn1c(=O)c(-c2ccc(F)cc2)[n+]([O-])c2ccccc21 | . | 14% | 1.6 | 86 | -0.1% | -1% | -3% | 2% | -2% | 8%
Oc1ccc(N2CCN(Cc3ccc(OCCCN4CCCCC4)cc3)CC2)cc1 | i | -22% | 19 | 39 | -0.1% | -14% | 10% | 36% | -7% | -23%
Nc1nnn(CC(=O)N/N=C/c2ccc(O)cc2)n1 | i | 7% | 1.5 | 59 | -0.2% | 2% | -4% | ? | -1% | 28%
C[C@H]1CC[C@]2(O[C@H](CCO)C[C@H](O)[C@H]2O)O1 | i | . | -2.1 | 97 | . | . | . | 5% | 6% | 2%
Cc1cc(C)c2c(n1)sc1c(=O)[nH]c(SCc3ccccc3)nc12 | i | 31% | -0.6 | 94 | 0.6% | 24% | -4% | 4% | -1% | 3%
O=C(Nc1cc(S(=O)(=O)N2CCOCC2)ccc1N1CCCCC1)c1cc(-c2ccccn2)nc2ccccc12 | i | 49% | 0.2 | 59 | 0.2% | -5% | 6% | 9% | 2% | 19%
O=C(Nc1ccc(O)cc1)c1ccccc1OCc1ccccc1 | . | 6% | 7.2 | 67 | 0.3% | -11% | 10% | 29% | -8% | 30µM*
Cc1cccc(CN2C(=O)NC(c3ccccc3)(c3ccccc3)C2=O)c1 | . | 0% | 3.7 | 51 | 0.3% | -20% | -5% | 8% | -6% | 7%
N/C(=N\c1nc2ccccc2o1)NC(=O)/C=C/c1ccccc1 | i | 6% | 2.5 | 64 | -0.2% | -4% | 5% | 23% | 8% | 2%
COc1cc(C(=O)N2CCN(c3ccc(C)cc3C)CC2)cc(OC)c1OC | i | -1% | -0.5 | 54 | -0.1% | -16% | -2% | 12% | -1% | 4%
CCCC1(C(=O)OC)NC(c2ccc(OC)c(OC)c2)C2C(=O)N(c3cccc(C(C)=O)c3)C(=O)C21 (stereo unspecified) | . | 7% | 0.8 | 66 | -0.1% | 3% | 5% | 2% | 1% | 10% | NS5 inhibitors pilot replicate=0.0
CCCCCn1c(SCCOCC)nc2c1c(=O)[nH]c(=O)n2C | i | 4% | 4.7 | 47 | -0.1% | 10% | -3% | 3% | -2% | 4%
COc1ccccc1CNC(=O)CSc1nnc2ccc(-c3cccnc3)nn12 | i | 4% | 2.2 | 74 | 0.1% | 1% | -1% | 8% | -5% | 10%
O=C(CCNS(=O)(=O)c1cccc2nonc12)NC1CCCCC1 | i | -5% | 0.2 | 42 | -0.2% | 2% | 14% | 9% | 1% | 6%
CCC(C)NC(=O)c1ccc(COc2ccccc2Cl)cc1 (stereo unspecified) | i | 3% | 1.0 | 80 | -0.2% | -13% | 5% | 24% | 0% | 5% | NS5 inhibitors pilot replicate=3.0
O=C(NNc1ccccc1F)C1CCC1 | i | 2% | 0.9 | 42 | 0.2% | -10% | 6% | 8% | -12% | 3%
COc1ccc(OC)c(NC(=S)N2CCN(c3ccccn3)CC2)c1 | i | -19% | -1.8 | 77 | -0.1% | 8% | 24% | 15% | 0% | 5%
CCN1CCN(C(=O)/C(=C/c2cccs2)NC(=O)c2ccc(C)c(C)c2)CC1 | . | 4% | -0.7 | 49 | -0.1% | -1% | -6% | 4% | -1% | 1%
COC(=O)C1=C(O)C2(C(=O)O)CC(C(=O)OC)=C(O)C(C(=O)O)(C1)C2 | i | 6% | -0.5 | 46 | -0.1% | -5% | 13% | 13% | -5% | -7%
c1ccc(Cc2noc(CN3CCN(Cc4ccc5c(c4)OCO5)CC3)n2)cc1 | i | 1% | 0.1 | 46 | -0.1% | 7% | 16% | 15% | . | -7%
COc1ccc(C(=O)CSc2nnc(C3CC3)n2N)cc1 | i | 2% | -1.4 | 55 | -0.1% | 3% | 10% | 19% | 0% | 7%
Cc1occc1-c1nnc(SCC(=O)Nc2ccccc2)n1C | i | 24% | 1.3 | 92 | -0.1% | -4% | 21% | 20% | 3% | -10%
Cc1ccnc(NC(=O)CNC(=O)c2ccc(Br)o2)c1 | . | . | -0.2 | 57 | . | . | . | 3% | -7% | 4%
CC(Cl)C(=O)NNc1cccc(Cl)n1 (stereo unspecified) | i | -36% | 1.5 | 67 | 0.2% | 3% | 12% | -6% | -6% | 8%
COc1cccc(C(=O)Nc2ccc(N3CCCC3)cc2)c1 | i | -9% | -1.1 | 48 | -0.2% | 8% | -4% | 28% | -1% | 31%
COc1ccc(CCNC(=O)CCc2ccc(S(=O)(=O)NCC(C)C)cc2)cc1 | i | -11% | 0.9 | 73 | -0.2% | 4% | 7% | 2% | 6% | 10%
COc1ccc2c3n([n+]([O-])c2c1)CCN=C3c1cc(Cl)c(N)c(Cl)c1 | . | . | -0.3 | 40 | . | . | . | 14% | -2% | 10%
COCCCn1c(Cc2csc(Nc3ccc(F)cc3)n2)nnc1SCC(N)=O | i | 26% | -0.2 | 65 | -0.1% | -6% | 10% | 8% | -4% | 15%
S=c1nc[nH]c2nc[nH]c12 | . | -12% | -1.8&0.5 | 43&56 | -0.1% | 2% | -26% | 24%&56% | -10%&0% | 3%&-2%
COCC1CCCN(C(=O)c2cc(COc3cccc4cccnc34)on2)C1 (stereo unspecified) | . | 17% | -0.2 | 46 | -0.1% | -2% | 5% | 5% | -4% | 4%
COc1cc(/C=C/C(=O)OCC(=O)Nc2ccc([N+](=O)[O-])cc2)ccc1O | i | 15% | 11 | 37 | -0.6% | 5% | 4% | 29% | 2% | 5%
CCc1nc(SCC(=O)Nc2ccccc2)c2c(=O)n(C)c(=O)n(C)c2n1 | . | 3% | -0.4 | 49 | 0.0% | 0% | 12% | 14% | 6% | 10%
O=C(Nc1ccc(Cl)c([N+](=O)[O-])c1)ONC1=NCCCCC1 | i | -6% | 0.0 | 51 | -0.2% | 2% | 6% | 2% | 1% | 7%
CCC(O)CC(C(=O)NNc1ccccc1)C(=O)NNc1ccccc1 (stereo unspecified) | i | -6% | 0.3 | 96 | 0.8% | -4% | 10% | 23% | -4% | 6%
COc1ccc(N2CCN(S(=O)(=O)c3cn(C)cn3)CC2)cc1 | . | 3% | 0.5 | 84 | -0.2% | -8% | 0% | 9% | 1% | 25%
CN1CCN(CCCNC(=O)c2ccc(/C=C3\Oc4ccccc4N(Cc4ccccc4F)C3=O)cc2)CC1 | . | 40% | 16 | 58 | -0.1% | 20% | 28% | 20% | -10% | 14%
C/C(=N\NC(=S)NCC(C)(C)C)c1cc(F)cc(F)c1O | i | -1% | 6.1 | 45 | -0.2% | -2% | 3% | 10% | -3% | -5%
CC1(C)CC(NCCN2CCN(C3=CC(=C(C#N)C#N)CC(C)(C)C3)CC2)=CC(=C(C#N)C#N)C1 | i | 20% | 1.4 | 32 | -0.3% | -1% | 2% | 1% | -9% | 0%
Cc1nn(-c2ccccc2)c(N2CCCCC2)c1/C=N/NC(=O)c1ccncc1 | i | 1% | -0.2 | 79 | 0.2% | -10% | -14% | 0% | 1% | 12%
CCc1ccc(/C=C/C(=O)c2c(C)cc(C)[nH]c2=O)cc1 | i | -3% | 1.4 | 53 | 0.0% | -2% | -3% | 7% | -24% | -1%
